HRas wt GTP: human HRas wildtype GTP binding, change in either direction | P01112 | GST-Ras wt beads, Bodipy-FL-GTP binding, flow cytometry; actives lie on both sides | GTP binding activity, % at 10 µM | 0.14% of 190,000 active;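 active = GTP binding activity at least 20% away from the 100% baseline, either lowered as inhibitor or raised as activator; inconclusive = flagged as likely green fluorescent, judged across all proteins in the well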;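 also: 0% = unlabeled GTP competition control and 100% = no-compound control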
Target sequence (P01112 whole entry, looked up): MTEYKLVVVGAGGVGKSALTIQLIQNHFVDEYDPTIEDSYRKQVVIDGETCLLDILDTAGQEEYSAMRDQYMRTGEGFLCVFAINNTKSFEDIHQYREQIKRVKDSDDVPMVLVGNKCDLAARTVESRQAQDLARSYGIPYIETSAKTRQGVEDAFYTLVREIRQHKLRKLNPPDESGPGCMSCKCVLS
Pf gametocyte: inhibitors of late stage P. falciparum gametocyte viability. P. falciparum stage V gametocytes, ATP luminescence, 24 h. inhibition, % at 10.9 µM. 0.065% of 150,000 active;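 active = inhibition above the mean plus 3 SD of compounds within the control limits, set per campaign, cut at about 38% in these data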;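 also: 0% = DMSO wells and 100% = medium only without gametocytes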
Cdc42 wt GTP: changes GTP binding to wildtype human Cdc42; P60953; GST-Cdc42 beads, Bodipy-GTP binding, flow cytometry; actives lie on both sides; percent activity (GTP binding), % at 10 µM; 0.2% of 190,000 active;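 active = percent activity GTP binding at least 20 points away from the 100% baseline, either down as inhibitor or up as activator; inconclusive = compound flagged as likely green fluorescent from well-wide comparison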;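 also: median bead fluorescence of bound Bodipy-FL-GTP at 100 nM; 0% = excess unlabeled GTP control and 100% = no compound control; below 100% means less GTP binding so inhibitor and above means activator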
Target sequence (P60953 whole entry, looked up): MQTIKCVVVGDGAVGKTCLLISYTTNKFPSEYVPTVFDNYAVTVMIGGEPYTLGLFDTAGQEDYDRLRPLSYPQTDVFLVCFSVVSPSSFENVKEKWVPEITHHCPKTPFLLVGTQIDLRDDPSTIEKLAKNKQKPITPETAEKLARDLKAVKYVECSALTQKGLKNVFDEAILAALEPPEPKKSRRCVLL
Mcl1 Bid PPI: disrupts binding of human Mcl-1 to Bid peptide. Q07820. TR-FRET Mcl-1/Bid-Dy647 peptide binding, 1536-well. inhibition, % at 21.7 µM. 0.97% of 220,000 active;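 active = compounds that cut the binding signal by more than half at the single screening dose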;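 also: His-tagged Mcl-1 with europium anti-His antibody binding Bid BH3 peptide; 0% = Mcl-1 plus peptide wells and 100% = peptide-only wells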
Target sequence (Q07820 whole entry, looked up): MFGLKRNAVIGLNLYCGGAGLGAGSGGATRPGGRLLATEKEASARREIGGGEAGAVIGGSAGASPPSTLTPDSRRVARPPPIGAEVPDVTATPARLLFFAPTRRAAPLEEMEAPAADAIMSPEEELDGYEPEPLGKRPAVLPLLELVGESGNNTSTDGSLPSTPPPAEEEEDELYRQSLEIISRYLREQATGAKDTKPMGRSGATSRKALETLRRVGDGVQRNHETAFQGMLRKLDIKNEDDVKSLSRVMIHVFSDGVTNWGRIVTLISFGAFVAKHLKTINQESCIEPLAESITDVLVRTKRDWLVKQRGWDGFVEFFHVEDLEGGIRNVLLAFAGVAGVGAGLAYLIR
Rab2 wt GTP: changes GTP binding to wildtype dog Rab2A, up or down | GTP binding activity, % at 10 µM | 0.19% of 190,000 active | GST-Rab2 wt beads, Bodipy-GTP binding, flow cytometry | AID 760;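 active = GTP binding activity at least 20 points away from 100%, either lowered or raised; inconclusive = signal likely due to the compound's own green fluorescence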;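 also: 0% = beads with excess unlabeled GTP and 100% = no-compound control corrected for plate trend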
Avidin fluor: avidin bead compound fluorescence profile; fluorescence (KMESF) at 10 µM; AID 1775; Avidin beads, compound fluorescence 488/530 nm, flow cytometry; active compounds read high; 0.38% of 220,000 active; in the data active = fluorescence above about 47; also: inactives centre near 10
Mcl1-Noxa inh: Mcl-1/Noxa interaction inhibition; 1.5% of 220,000 active; inhibition, % at 21.7 µM; Q07820; TR-FRET Mcl-1/Noxa peptide binding, 2 h; AID 1022;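 active = compounds that cut the protein-peptide binding signal by more than 50% relative to plate controls in a single-dose test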;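 also: His-tagged Mcl-1 with rhodamine Noxa BH3 peptide and terbium anti-His antibody; 0% = Mcl-1 plus Noxa peptide wells and 100% = peptide-only wells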
Rab7 wt GTP bind: dog Rab7 wildtype GTP binding, inhibitors and activators; GST-Rab7 beads, fluorescent GTP binding, flow cytometry; actives lie on both sides; untreated = 100%, excess cold GTP = 0%; GTP binding activity (percent of control), % at 10 µM; 0.055% of 190,000 active;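 active = fluorescent GTP binding to Rab7 beads changed by at least 20 points from the 100% baseline, either direction, mostly lower; inconclusive = compound itself probably fluorescent, or too few beads counted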;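 also: median green fluorescence of bound Bodipy-FL-GTP per Rab7 bead population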
Rac1 wt GTP bind: modulators of human Rac1 wildtype GTP binding. P63000. GST-Rac1 beads, fluorescent GTP binding, flow cytometry; actives lie on both sides; 0 = cold GTP competed, 100 = untreated. 0.27% of 190,000 active. GTP binding activity (% of control), % at 10 µM;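 active = GTP binding activity at least 20 points away from the 100% control level, either lower or higher; inconclusive = compound flagged as likely green fluorescent, judged across all proteins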
Rac1 act GTP bind: human Rac1 activated mutant GTP binding change; 0.11% of 190,000 active; GST-Rac1 activated beads, fluorescent GTP binding, flow cytometry; actives lie on both sides; 100% means binding = to untreated wells; AID 764; P63000; percent activity (GTP binding), % at 10 µM;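 active = GTP binding at least 20 percentage points away from the 100% baseline, in either direction, so actives lie on both sides; inconclusive = Compound likely fluorescent itself, or too few beads counted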
GSH bead fluor: compound fluoresces at 488/530 nm on GSH beads; GSH beads flow cytometry, compound fluorescence 488/530 nm; active compounds read high; fluorescence (KMESF) at 10 µM; 0.25% of 190,000 active; in the data active = fluorescence above about 89;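 also: glutathione beads carrying GST-tagged Bcl family fusion proteins plus one bare bead set; values are compound well signal with DMSO vehicle wells as background; inactives centre near 16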
Starred values were filed as active, the others as inactive; u = inconclusive; x = no result given.

SMILES	HRas wt GTP	Pf gametocyte	Cdc42 wt GTP	Mcl1 Bid PPI	Rab2 wt GTP	Avidin fluor	Mcl1-Noxa inh	Rab7 wt GTP bind	Rac1 wt GTP bind	Rac1 act GTP bind	GSH bead fluor
CS(=O)(=O)N1N=C(c2ccco2)CC1c1ccccc1 (stereo not given)	102	-2	103	-10	100	14	0	99	103	100	18
O=C(O)C1C2C=CC3(CN(Cc4ccncc4)C(=O)C13)O2 (stereo not given)	99	x	101	0	102	44	-4	101	105	99	27
COc1ccc(-c2nc(-c3ccccc3)no2)c(OC)c1	95	2	94	-14	94	7	2	94	97	95	8
COc1ccc(-c2cc(C(F)(F)F)nc(SCCC(=O)NCc3ccco3)n2)cc1	101	x	103	-11	100	33	13	101	109	100	23
COc1ccc(OC)c2[nH]c(=O)c(CCNC(=O)COc3ccccc3)cc12	101	x	101	6	98	38	-7	97	99	100	16
COc1ccccc1NC(=O)C/C(C)=N/NC(=O)COc1c(Br)cc(Br)cc1OC	94	17	93	-9	95	11	1	101	94	95	13
Cc1ccc([N+](=O)[O-])c(OCC(=O)OCC(=O)c2ccccc2)c1	97	11	100	4	97	11	6	97	98	96	9
O=C(c1cc(-c2ccncc2)nc2ccc(Cl)cc12)N1CCN(Cc2ccc3c(c2)OCO3)CC1	95	-7	98	-24	102	9	2	111	96	93	18
CCC(C)(C)NC(=O)c1ccc(S(=O)(=O)N(C)c2ccccc2OC)cc1	u	x	u	-11	u	27	-11	u	u	u	17
CC(C)c1nc2oc3c(=O)[nH]cnc3c2c2c1CCC2	74*	33	70*	-6	73*	37	-17	81	79*	82	6
Nc1c(C(=O)NCCN2CCOCC2)c2nc3ccccc3nc2n1CCc1ccccc1	95	x	94	5	94	28	14	95	95	96	25
CCOC(=O)c1cnc2ccc(C)cc2c1NCCO	100	x	101	-9	100	21	12	100	104	100	12
CCC(=O)N1N=C(c2ccc(NS(=O)(=O)CC)cc2)CC1c1ccc(C)cc1 (stereo not given)	94	3	96	-21	99	8	1	91	96	96	19
CCC(=O)N1CC23C=CC(CC2CC12CCCCC2)O3 (stereo not given)	98	x	100	0	100	21	-7	100	102	98	18
O=C(CN(c1ccccc1)S(=O)(=O)c1ccccc1)NCCSc1ccccn1	98	19	96	-31	98	12	-6	101	103	98	12
COc1ccc(Cl)cc1NC(=O)CCN1CCN(C)CC1	104	1	108	18	103	18	17	104	105	100	14
Nc1nc(-c2ccccc2)nn1C(=O)c1ccco1	99	17	93	-21	99	5	4	102	94	95	12
FC(F)(F)c1cccc(-c2ccc(/C=N/Nc3nncc(-c4ccccc4)n3)o2)c1	95	9	89	-3	94	22	6	100	88	93	11
Cc1cccc(C(=O)NNC(=O)c2cccc(C)c2)c1	104	9	102	-4	103	8	-15	102	107	103	12
Cn1c(SCc2nnc(-c3ccccc3Br)o2)nc2sc3c(c2c1=O)CCC3	103	x	104	20	101	5	23	99	103	99	35
O=c1cc(-c2ccccc2)[nH]n1-c1ccc([N+](=O)[O-])cc1	97	x	101	-12	95	8	10	96	105	99	13
COc1ccc(CN=Cc2c(C(=O)O)[nH]c3ccccc23)cc1	93	19	93	-12	96	9	3	100	91	91	8
Cc1cccc(CCNC(=O)CCNC(=O)Cn2ccc3ccccc3c2=O)c1	101	-8	101	9	99	7	-5	100	103	100	28
N=c1ccn(CC(=O)NC(N)=O)c2ccccc12	98	14	101	0	97	9	18	100	101	96	53
Cc1cccc(Cn2cccc2/C=C2/C(=N)N3C=CSC3=NC2=O)c1	92	2	94	3	90	7	22	98	99	96	21
COc1cccc(N2CC(O)=C(c3ccccc3)C2=N)c1	90	-32	91	-30	92	22	4	91	91	90	12
O=C(Nc1ccc(S(=O)(=O)Nc2nccs2)cc1)c1ccc(S(=O)(=O)N2CCOCC2)cc1	99	x	100	-36	99	15	9	93	101	99	10
CSc1nncc(/C(C)=N/O)n1	101	-22	103	-14	101	6	10	101	106	100	12
CC1=C(C(=O)OCCOC(C)C)C(c2cc3c(cc2Br)OCO3)CC(=O)N1 (stereo not given)	102	x	101	-10	100	32	-4	102	103	99	17
COC(=O)c1[nH]c2ccc(Cl)cc2c1NC(=O)C1CC1	101	5	101	-7	101	33	30	100	102	100	18
C=CCn1c(CCc2ccc(OC(C)C)cc2)n[nH]c1=S	97	-36	95	-22	97	14	-3	105	100	94	12
CCCCNC(=O)Nc1ccc(Br)cn1	103	x	107	-20	99	12	-12	102	104	99	38
Cc1ccc(C)c(NC(=S)N=Nc2c(O)n(C)c3ccc(S(=O)(=O)N4CCOCC4)cc23)c1	100	-24	103	-144	96	7	-68	101	102	97	17
O=C(CC1C(=O)OCN1C(=O)OCc1ccccc1)OCC(=O)c1ccccc1 (stereo not given)	99	x	101	-23	101	10	17	101	101	98	13
Cc1ccc(NC(=O)Cn2cnc3sc(C(=O)NCc4ccco4)c(C)c3c2=O)cc1Cl	102	-16	98	19	104	29	-42	99	103	99	20
COCc1c(C(=O)N2CCN(c3ccc(C(F)(F)F)cn3)CC2)oc2ccccc12	102	-14	103	0	100	38	4	100	101	99	20
O=C(NCc1ccco1)c1ccc2c(=O)n(-c3ccccc3)c(=O)n(Cc3cccc(F)c3)c2c1	98	x	95	-12	98	x	5	96	100	99	15
CC(=O)OCC1=C(C(=O)O)N2C(=O)C(NC(=O)c3ccc(F)cc3)C2SC1 (stereo not given)	101	-9	98	-13	101	20	1	110	102	98	9
COC(=O)Cc1c(C)nc2nc(NCc3ccc(Cl)cc3)[nH]n2c1=O	102	-3	104	-7	101	86*	3	98	103	99	15
CN1CCN(CC(=O)Nc2ccc(Oc3ccccc3)cc2)CC1	99	-2	99	-16	101	14	20	101	97	98	13
COc1ccc(S(=O)(=O)NN(C)c2nc(C(F)(F)F)nc3ccccc23)cc1	95	-12	96	2	95	13	-5	95	100	94	9
O=C1N[C@@H](Cc2cnc[nH]2)C(=O)N2CCC[C@@H]12	100	x	102	-10	101	8	18	102	103	101	21
CN(CCCNC(=O)c1cccn2c(=O)c3ccccc3nc12)Cc1ccccc1	103	-15	104	-13	101	37	32	102	104	101	13
Cc1nnc(NC(=O)CSc2nnc(C)n2-c2ccc(F)cc2)s1	100	-7	98	-6	99	25	-14	106	95	97	11
CCOc1ccc(-c2nnc3ccc(SC(C)C)nn23)cc1	95	x	94	5	98	7	13	104	98	96	18
COc1ccccc1N1CCN(C(=O)Cn2nc3n(C)c4ccccc4n3c(=O)c2=O)CC1	92	x	94	0	93	5	2	97	91	92	14
CNCC(=O)Nc1c(C)n[nH]c1C	u	12	u	15	u	10	35	u	u	u	11
COc1ccc(CCn2nnnc2C(CC(C)C)N2CCC(C(N)=O)CC2)cc1OC (stereo not given)	94	9	94	-10	93	4	-4	95	91	90	36
COc1ccccc1CNC(=O)c1ccc(-c2ccccc2)cc1	98	-14	102	-12	98	12	18	96	99	98	13
O=C(NCc1ccccc1)c1ccccc1C(=O)c1ncc[nH]1	97	-7	99	-25	96	11	10	103	100	97	9
Cn1cnnc1SCC(=O)c1ccc2c(c1)CCCC2	97	x	99	9	98	5	23	95	99	97	16
CC1(C(=O)CSc2nc3ccccc3[nH]2)CCC(=O)O1 (stereo not given)	101	x	102	-38	101	34	14	95	104	100	25
N#CC(c1cccc(Cl)c1)c1ncc(C(F)(F)F)cc1Cl (stereo not given)	98	7	99	0	97	35	-9	99	98	95	24
CC(C)CNC(=O)C(=O)Nc1ccc(N(C)C)cc1	100	x	103	-51	98	3	22	97	104	100	7
O=C(O)CCc1ccc(-c2cccs2)n1NC(=O)c1ccc(O)cc1	94	-8	94	9	95	10	35	94	98	93	31
Cc1c2c(nc3ccccc13)OCC2	99	x	104	-5	98	7	-4	97	104	97	17
O=C(Cc1cc(=O)[nH][nH]1)N/N=C/c1ccccc1Cl	101	-5	101	-25	101	6	6	105	104	100	9
O=C(CNS(=O)(=O)c1ccc2ccccc2c1)NCCc1ccccn1	100	12	97	-15	100	13	6	106	102	99	74
c1ccc(CNc2ncnc3nc[nH]c23)cc1	102	x	103	-11	101	9	2	98	110	101	6
CN(Cc1cccs1)C(=O)COc1ccc(-c2nnco2)cc1	96	x	93	-34	92	12	0	93	94	94	26
(further entries)
SMILES	HRas wt GTP	Pf gametocyte	Cdc42 wt GTP	Mcl1 Bid PPI	Rab2 wt GTP	Avidin fluor	Mcl1-Noxa inh	Rab7 wt GTP bind	Rac1 wt GTP bind	Rac1 act GTP bind	GSH bead fluor
Cn1c(=O)cc(OCCCC(=O)N2CCN(Cc3ccc4c(c3)OCO4)CC2)c2ccccc21	95	-2	93	-13	97	7	1	96	93	94	18
Cc1ccc(C(=O)OCC(=O)Nc2c(C)n(C)n(-c3ccccc3)c2=O)cc1[N+](=O)[O-]	99	-9	96	-6	97	10	17	98	101	98	26
O=C(COC(=O)c1c[nH]c(=O)[nH]c1=O)Nc1ccccc1	95	10	96	-18	97	11	5	98	99	100	17
Cc1cc(C)nc(NC(=O)c2ccc(Cl)c(Cl)c2)n1	96	12	96	-3	93	6	11	98	96	94	39
CC(=O)NC(=S)Nc1ccc([N+](=O)[O-])cc1C	98	11	98	-30	99	10	7	103	98	93	15
COc1ccc(NC(=O)Cn2c(=O)n(CC(=O)NCc3ccco3)c(=O)c3ccccc32)cc1OC	99	x	97	-57	98	7	9	99	102	99	56
CC(C)CNC(=O)CCCSc1nc2ccccc2[nH]1	97	-15	96	1	100	8	12	104	98	92	14
Cc1ccc(S(=O)(=O)NCC(=O)OC(C)C(=O)Nc2ncc(Cl)cc2Cl)cc1 (stereo not given)	u	x	u	-8	u	5	-8	u	u	u	21
CCCN1C(=O)/C(=C/c2ccc(C)s2)SC1=Nc1ccc(OC)cc1	106	x	105	-41	107	7	4	99	106	103	23
CCOC(=O)c1c(C(C)(C)C)oc2ccc(O)cc12	104	x	106	13	102	16	14	98	103	99	17
CC(C)CNc1nc(Oc2ccc(=O)n(C)n2)nc(N2CCOCC2)n1	104	-5	105	3	102	33	-7	102	107	101	16
Cc1ccc(-n2nnnc2SCC(=O)c2cc(C)n(-c3cc(C)on3)c2C)cc1	104	x	104	12	102	12	-23	103	107	99	30
O=C(NCCc1csc(-c2ccc(C(F)(F)F)cc2)n1)c1cccs1	103	x	100	0	103	6	-5	103	111	102	25
CC(=O)c1cn(-c2ccc(Cl)cc2)c(=O)n(Cc2ccc(Br)cc2)c1=O	97	16	98	-21	96	11	10	94	98	98	14

Assay outcomes (PubChem BioAssay)
